SENP8 inh = blocks human SENP8 cleavage of Nedd8 substrate; Q96LD8; recombinant SENP8, Nedd8 substrate fluorescence; inhibition, % at 20 µM; 0.64% of 360,000 active; AID 602440; in the data active = inhibition mostly above about 40%, no sharp cut-off; inactive = mostly below about 27%
Target sequence (Q96LD8 whole entry, looked up): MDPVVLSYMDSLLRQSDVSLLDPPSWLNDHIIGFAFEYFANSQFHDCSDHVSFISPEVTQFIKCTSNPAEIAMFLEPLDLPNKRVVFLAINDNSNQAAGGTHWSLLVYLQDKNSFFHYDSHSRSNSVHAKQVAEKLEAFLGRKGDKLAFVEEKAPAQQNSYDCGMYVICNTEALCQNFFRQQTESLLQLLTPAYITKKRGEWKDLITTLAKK
SENP6 inh = blocks the human protease SENP6; Q9GZR1; Recombinant SENP6 catalytic domain, aminoluciferin luminescence; inhibition, % at 10 µM; 1.8% of 330,000 active; AID 2599;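 active = inhibition above about 50% at the single tested dose, limit read from the data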;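 note: plate controls were DMSO wells with enzyme for no effect and DMSO wells lacking enzyme for full effect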
Target sequence (Q9GZR1 628-1112 limits assumed): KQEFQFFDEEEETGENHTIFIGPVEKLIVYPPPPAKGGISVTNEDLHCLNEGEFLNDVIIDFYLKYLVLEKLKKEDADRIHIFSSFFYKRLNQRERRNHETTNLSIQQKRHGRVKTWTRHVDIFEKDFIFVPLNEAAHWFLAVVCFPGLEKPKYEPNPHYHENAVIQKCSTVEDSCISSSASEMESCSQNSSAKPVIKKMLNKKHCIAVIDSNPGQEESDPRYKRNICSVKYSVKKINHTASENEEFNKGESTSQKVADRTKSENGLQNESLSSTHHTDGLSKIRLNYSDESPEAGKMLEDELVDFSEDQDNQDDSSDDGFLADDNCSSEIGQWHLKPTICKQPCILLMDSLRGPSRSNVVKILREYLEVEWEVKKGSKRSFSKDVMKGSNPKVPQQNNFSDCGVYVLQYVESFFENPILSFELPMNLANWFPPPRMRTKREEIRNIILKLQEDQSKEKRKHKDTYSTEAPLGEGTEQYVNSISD
ATG4B inh = ATG4B (human) cysteine protease inhibition; Q9Y4P1; ATG4B cleavage of LC3-PLA2, NBD-HPC fluorescence, 1 h; inhibition, % at 8.33 µM; 0.51% of 340,000 active; AID 504462; in the data active = inhibition above about 40%
HKDC1 inhibitor = inhibitors of human hexokinase HKDC1; recombinant HKDC1, G6PDH/diaphorase resazurin coupled fluorescence; inhibition, % at 20 µM; 0.16% of 340,000 active;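 active = inhibition above about 35% when tested at 20 µM, limit read from the data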;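 note: plate controls were DMSO wells with enzyme for no effect and DMSO wells lacking enzyme for full effect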
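Incubation: 90 min at room temperature in dark / Material: recombinant HKDC1 (HK5) hexokinase enzyme, produced in-house / Quantity: enzyme 5 µg/mL final / Compound: one dose of 20 µM, 1% DMSO / Reagent: glucose and ATP substrates / Buffer or medium: Tris pH 8.0 buffer with MgCl2, Tween-20, BSA, BME / Technique: resorufin fluorescence at 613 nm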
MPTP block = blocks calcium-induced mitochondrial swelling; isolated mouse mitochondria, Ca2+ swelling absorbance, 30 min; inhibition, % at 10 µM; 1.4% of 360,000 active; AID 602449;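 active = inhibition of 50% or more, scaled per plate between neutral and stimulator controls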;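 note: 0% = DMSO wells given calcium and 100% = 1 mM EGTA wells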
SENP7 inh = blocks the human protease SENP7 | recombinant SENP7, Z-RLRGG-aminoluciferin luminescence, 40 min | inhibition, % at 5 µM | 1.5% of 330,000 active | AID 434973;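 active = inhibition above about 50% at the single test dose, limit read from the data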;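 note: plate controls were DMSO with enzyme for no effect and no enzyme buffer wells for full effect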
Target sequence (Q9BQF6 706-1050 limits assumed): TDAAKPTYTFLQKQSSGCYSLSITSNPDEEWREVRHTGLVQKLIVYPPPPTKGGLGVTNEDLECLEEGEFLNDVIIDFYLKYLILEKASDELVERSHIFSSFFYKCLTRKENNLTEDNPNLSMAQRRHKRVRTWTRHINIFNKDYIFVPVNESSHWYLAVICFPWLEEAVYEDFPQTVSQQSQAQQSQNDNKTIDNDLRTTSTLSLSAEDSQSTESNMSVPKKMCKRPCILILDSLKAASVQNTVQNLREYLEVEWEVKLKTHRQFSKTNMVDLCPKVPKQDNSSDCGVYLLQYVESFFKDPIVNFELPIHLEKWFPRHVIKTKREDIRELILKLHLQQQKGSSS
PfG6PD inh = PfG6PD (Plasmodium falciparum) enzyme inhibition. PfGluPho enzyme, NADPH resazurin-diaphorase fluorescence. inhibition, % at 20 µM. 0.78% of 350,000 active. AID 504690;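 active = inhibition reaching at least a set limit at 20 µM in the primary screen, cut at about 59% in these data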;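 note: 0% = DMSO wells with substrate and 100% = DMSO wells lacking glucose-6-phosphate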
GRIN3A LBD mod = modulates the human NR3A ligand-binding domain | Tm shift relative to glycine control, % at 25 µM | 2.5% of 340,000 active | NR3A LBD differential scanning fluorimetry, Tm shift; 0% = protein alone, 100% = glycine-bound protein;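 active = melting temperature shift of at least 10% of the positive control shift, at one fixed dose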
* marks the source's active call; other numbers are inactive results.

Preview:
What do the screens show for `CCS(=O)(=O)N1CCC(C(=O)Oc2ccccc2Cl)CC1`?
SENP8 inh: 18; SENP6 inh: -4; ATG4B inh: -7; HKDC1 inhibitor: -8; MPTP block: 2.1; SENP7 inh: 8; PfG6PD inh: 2; GRIN3A LBD mod: -3

How did CCN1CC(CN(C)Cc2nc(-c3ccc(C(F)(F)F)cc3)oc2C)CC1=O (stereo unspecified) do in these assays?
SENP8 inh: -36; SENP6 inh: -7; ATG4B inh: -6; HKDC1 inhibitor: 7; MPTP block: 1.0; SENP7 inh: 5; PfG6PD inh: -17; GRIN3A LBD mod: 0

Main list, previewed entries included:
What do the screens show for `CCS(=O)(=O)N1CCC(C(=O)Oc2ccccc2Cl)CC1`?
SENP8 inh: 18; SENP6 inh: -4; ATG4B inh: -7; HKDC1 inhibitor: -8; MPTP block: 2.1; SENP7 inh: 8; PfG6PD inh: 2; GRIN3A LBD mod: -3

How did CCN1CC(CN(C)Cc2nc(-c3ccc(C(F)(F)F)cc3)oc2C)CC1=O (stereo unspecified) do in these assays?
SENP8 inh: -36; SENP6 inh: -7; ATG4B inh: -6; HKDC1 inhibitor: 7; MPTP block: 1.0; SENP7 inh: 5; PfG6PD inh: -17; GRIN3A LBD mod: 0

Results for CCN(c1ccccc1)S(=O)(=O)c1ccc(C(=O)N(C)CCc2ccc(OC)c(OC)c2)cc1 ?
SENP8 inh: 18; SENP6 inh: 0; ATG4B inh: 0; HKDC1 inhibitor: 3; MPTP block: 0.2; SENP7 inh: -4; PfG6PD inh: 1; GRIN3A LBD mod: 2

How did COc1ccccc1N(C)S(=O)(=O)c1ccc(C(=O)O)cc1 do in these assays?
SENP8 inh: 16; SENP6 inh: 0; ATG4B inh: 0; HKDC1 inhibitor: -1; MPTP block: 11; SENP7 inh: 6; PfG6PD inh: -17; GRIN3A LBD mod: 0

Results for COCC1CCCCN1Cc1cn[nH]c1-c1ccc2cc(OC)ccc2c1 (stereo unspecified) ?
SENP8 inh: -13; SENP6 inh: -11; ATG4B inh: -8; HKDC1 inhibitor: 2; MPTP block: 0.1; SENP7 inh: 5; PfG6PD inh: -1; GRIN3A LBD mod: -1

How did CCOC(=O)C1=C(COC(=O)c2ccc(C)s2)NC(=O)NC1C (stereo unspecified) do in these assays?
SENP8 inh: 6; SENP6 inh: -12; ATG4B inh: -5; HKDC1 inhibitor: -4; MPTP block: -0.4; SENP7 inh: 5; PfG6PD inh: -4; GRIN3A LBD mod: 0

What do the screens show for `O=c1cc(-c2ccccc2)c2ccccc2[nH]1`?
SENP8 inh: -38; SENP6 inh: 2; ATG4B inh: -8; HKDC1 inhibitor: -2; MPTP block: -1.4; SENP7 inh: 2; PfG6PD inh: 13; GRIN3A LBD mod: -2

What do the screens show for `Cc1[nH]c(C)c2c(=O)[nH]ncc12`?
SENP8 inh: -27; SENP6 inh: -34; ATG4B inh: -1; HKDC1 inhibitor: 0; MPTP block: -3.7; SENP7 inh: -4; PfG6PD inh: 4; GRIN3A LBD mod: 0

Results for O=C(Nc1nnc(C2CC2)s1)c1cccc(S(=O)(=O)N2CC(c3ccccc3)CC2=O)c1 (stereo unspecified) ?
SENP8 inh: 2; SENP6 inh: -9; ATG4B inh: -7; HKDC1 inhibitor: 1; MPTP block: -0.1; SENP7 inh: -5; PfG6PD inh: -15; GRIN3A LBD mod: 1

What do the screens show for `COC(=O)c1c(NC(=O)COC(=O)c2ccc(Cl)nc2)sc(C)c1C`?
SENP8 inh: -53; SENP6 inh: -13; ATG4B inh: -5; HKDC1 inhibitor: -1; MPTP block: -0.3; SENP7 inh: -9; PfG6PD inh: 5; GRIN3A LBD mod: 2

Results for CCCCCCSc1cc(-c2nc3cc(C)ccn3c2NC2CCCCC2)ccc1OC ?
SENP8 inh: -470; SENP6 inh: -20; ATG4B inh: 4; HKDC1 inhibitor: 0; MPTP block: 10; SENP7 inh: 3; PfG6PD inh: 26; GRIN3A LBD mod: -13

Results for COC(=O)[C@H]1Cc2c([nH]c3ccccc23)[C@H](c2ccccc2)N1 ?
SENP8 inh: 8; SENP6 inh: -15; ATG4B inh: -5; HKDC1 inhibitor: -3; MPTP block: 1.8; SENP7 inh: -5; PfG6PD inh: 1; GRIN3A LBD mod: 10*

How did COc1ccc(CC(=O)OCC(=O)NC2CCCC(C)C2C)cc1OC (stereo unspecified) do in these assays?
SENP8 inh: 9; SENP6 inh: 3; ATG4B inh: -10; HKDC1 inhibitor: -5; MPTP block: -1.9; SENP7 inh: 1; PfG6PD inh: 5; GRIN3A LBD mod: -1

What do the screens show for `Cc1cc(S(=O)(=O)N2CCOCC2)ccc1OCC(=O)Nc1cccc(F)c1`?
SENP8 inh: 7; SENP6 inh: 7; ATG4B inh: -11; HKDC1 inhibitor: 3; MPTP block: 0.3; SENP7 inh: 4; PfG6PD inh: 1; GRIN3A LBD mod: 37*

Results for Nc1nonc1-n1nnc(C(=O)N/N=C/c2c(Cl)cccc2Cl)c1CN1CCOCC1 ?
SENP8 inh: 8; SENP6 inh: -11; ATG4B inh: -7; HKDC1 inhibitor: 11; MPTP block: -1.3; SENP7 inh: -8; PfG6PD inh: 3; GRIN3A LBD mod: 0

What do the screens show for `O=C(N/N=C/c1cccc(NC(=O)c2ccc(Cl)cc2)c1)c1cccc(O)c1`?
SENP8 inh: 13; SENP6 inh: 20; ATG4B inh: -18; HKDC1 inhibitor: 0; MPTP block: 0.7; SENP7 inh: -3; PfG6PD inh: 10; GRIN3A LBD mod: 10

Results for COc1ccc(N2CCN(C(=O)Cc3cccs3)CC2)cc1 ?
SENP8 inh: 34; SENP6 inh: -10; ATG4B inh: -13; HKDC1 inhibitor: -4; MPTP block: 1.7; SENP7 inh: 1; PfG6PD inh: -1; GRIN3A LBD mod: 1

What do the screens show for `CCC(Sc1nc(N)c(NC(=O)c2ccco2)c(=O)[nH]1)C(=O)O` (stereo unspecified)?
SENP8 inh: -16; SENP6 inh: 12; ATG4B inh: 6; HKDC1 inhibitor: -8; MPTP block: -1.5; SENP7 inh: -5; PfG6PD inh: -8; GRIN3A LBD mod: 2

How did COc1ccc(C(=O)N2N=C(c3ccc(NS(C)(=O)=O)cc3)CC2c2cccs2)cc1 (stereo unspecified) do in these assays?
SENP8 inh: 12; SENP6 inh: 1; ATG4B inh: -19; HKDC1 inhibitor: -1; MPTP block: 0.9; SENP7 inh: -4; PfG6PD inh: 4; GRIN3A LBD mod: -9

How did NC(=O)CC[C@H](NC(=O)[C@H](Cc1ccccc1)n1c(=O)[nH]c2ccccc2c1=O)C(=O)N1CCC[C@H]1C(=O)O do in these assays?
SENP8 inh: 25; SENP6 inh: 7; ATG4B inh: -11; HKDC1 inhibitor: -8; MPTP block: -0.7; SENP7 inh: -7; PfG6PD inh: 1; GRIN3A LBD mod: -2

Results for O=C(NN1C(=O)/C(=C\c2cccnc2)SC1=S)c1ccco1 ?
SENP8 inh: 13; SENP6 inh: 7; ATG4B inh: -16; HKDC1 inhibitor: -2; MPTP block: -2.4; SENP7 inh: 0; PfG6PD inh: -17; GRIN3A LBD mod: -2

What do the screens show for `CC1(C)C(=O)Nc2ccccc2N1C(=O)COC(=O)CSc1ccc(Cl)cc1`?
SENP8 inh: -5; SENP6 inh: -6; ATG4B inh: 1; HKDC1 inhibitor: 4; MPTP block: 0.5; SENP7 inh: 3; PfG6PD inh: 15; GRIN3A LBD mod: 3

How did CNC(=O)NC(=O)COC(=O)/C=C/c1cccc(Br)c1 do in these assays?
SENP8 inh: 16; SENP6 inh: -24; ATG4B inh: -12; HKDC1 inhibitor: 2; MPTP block: 1.0; SENP7 inh: 0; PfG6PD inh: 11; GRIN3A LBD mod: 0

What do the screens show for `COc1ccccc1OCCCCN1CCN(c2ccccc2OC)CC1`?
SENP8 inh: 48*; SENP6 inh: -25; ATG4B inh: -6; HKDC1 inhibitor: 6; MPTP block: -2.5; SENP7 inh: -5; PfG6PD inh: -2; GRIN3A LBD mod: -1

How did Cc1[nH]nc2c1C(c1cccs1)C1=C(CCCC1=O)N2 (stereo unspecified) do in these assays?
SENP8 inh: -343; SENP6 inh: 0; ATG4B inh: 3; HKDC1 inhibitor: -5; MPTP block: -1.8; SENP7 inh: -6; PfG6PD inh: 12; GRIN3A LBD mod: 0

How did COc1ccc(C(=O)NC2CC3CCCC(C2)N3CC(C)C)cc1 (stereo unspecified) do in these assays?
SENP8 inh: 13; SENP6 inh: 1; ATG4B inh: -2; HKDC1 inhibitor: -1; MPTP block: 1.9; SENP7 inh: -4; PfG6PD inh: -16; GRIN3A LBD mod: -1

How did COc1ccccc1NCCC(=O)OCC(=O)Nc1ccccc1Cl do in these assays?
SENP8 inh: 9; SENP6 inh: 7; ATG4B inh: -17; HKDC1 inhibitor: -4; MPTP block: -0.8; SENP7 inh: 1; PfG6PD inh: 20; GRIN3A LBD mod: -1

What do the screens show for `COc1ccc(C2c3sc(=O)[nH]c3SCC2C(N)=O)cc1` (stereo unspecified)?
SENP8 inh: 7; SENP6 inh: -21; ATG4B inh: 5; HKDC1 inhibitor: -5; MPTP block: 0.6; SENP7 inh: -5; PfG6PD inh: -7; GRIN3A LBD mod: 0

How did COC(=O)C1=C(C)N(c2cc(C)cc(C)c2)/C(=C/c2ccc(O)cc2)C1=O do in these assays?
SENP8 inh: -4; SENP6 inh: -11; ATG4B inh: -14; HKDC1 inhibitor: -2; MPTP block: 6.1; SENP7 inh: -3; PfG6PD inh: 12; GRIN3A LBD mod: 0

How did COc1ccc(-c2c(-c3ccccc3OC)sc3ccccc23)cc1OC do in these assays?
SENP8 inh: -94; SENP6 inh: -7; ATG4B inh: -7; HKDC1 inhibitor: 1; MPTP block: 0.3; SENP7 inh: -9; PfG6PD inh: 19; GRIN3A LBD mod: -1

What do the screens show for `CN(Cc1nccn1C)C(=O)c1ccc(OC2CCN(CCc3ccccc3)CC2)cc1`?
SENP8 inh: 5; SENP6 inh: -12; ATG4B inh: 23; HKDC1 inhibitor: -5; MPTP block: -0.8; SENP7 inh: -1; PfG6PD inh: 11; GRIN3A LBD mod: 2

How did Cc1cccc(C(=O)NC2CCN(C(=O)N3CCOCC3)CC2)c1 do in these assays?
SENP8 inh: 1; SENP6 inh: -8; ATG4B inh: -12; HKDC1 inhibitor: 0; MPTP block: -0.6; SENP7 inh: 2; PfG6PD inh: -1; GRIN3A LBD mod: -1

How did CCc1ccc(C(=O)N/N=C/c2cccc3ccccc23)nc1 do in these assays?
SENP8 inh: -57; SENP6 inh: 8; ATG4B inh: -15; HKDC1 inhibitor: -11; MPTP block: 3.1; SENP7 inh: 8; PfG6PD inh: 21; GRIN3A LBD mod: 11*

What do the screens show for `Clc1ccc(-n2nnnc2-c2cnc(-c3ccccn3)nc2-c2cccs2)cc1`?
SENP8 inh: 0; SENP6 inh: 2; ATG4B inh: -27; HKDC1 inhibitor: 3; MPTP block: 2.3; SENP7 inh: 11; PfG6PD inh: 21; GRIN3A LBD mod: -6

How did O=C(CCCC(=O)N(CC(=O)NC1CCCC1)c1ccc(F)c(Cl)c1)Nc1ccccn1 do in these assays?
SENP8 inh: 4; SENP6 inh: -16; ATG4B inh: -6; HKDC1 inhibitor: 3; MPTP block: -0.1; SENP7 inh: -6; PfG6PD inh: -3; GRIN3A LBD mod: 1

Results for Nn1cnc2c([nH]c3ccccc32)c1=O ?
SENP8 inh: -43; SENP6 inh: 12; ATG4B inh: -3; HKDC1 inhibitor: -5; MPTP block: 0.1; SENP7 inh: 7; PfG6PD inh: 2; GRIN3A LBD mod: 1

What do the screens show for `O=C(CSc1nnnn1-c1ccc(O)cc1)Nc1ccc(N2CCOCC2)c(Cl)c1`?
SENP8 inh: 7; SENP6 inh: -4; ATG4B inh: -3; HKDC1 inhibitor: -3; MPTP block: 0.0; SENP7 inh: 13; PfG6PD inh: -13; GRIN3A LBD mod: -6

Results for Cc1ccc(OC(C)C)c(CN(CCO)CCO)c1 ?
SENP8 inh: 24; SENP6 inh: -8; ATG4B inh: -7; HKDC1 inhibitor: -4; MPTP block: -1.4; SENP7 inh: 7; PfG6PD inh: 7; GRIN3A LBD mod: 4

What do the screens show for `COc1ccc(/C=C2\CCCC3C2=NC(=S)NC3c2ccc(OC)cc2)cc1` (stereo unspecified)?
SENP8 inh: 19; SENP6 inh: -12; ATG4B inh: -3; HKDC1 inhibitor: -11; MPTP block: -1.4; SENP7 inh: 2; PfG6PD inh: 29; GRIN3A LBD mod: -2
